Screens as filed in PubChem BioAssay.
Polio RdRp inh: inhibitors of poliovirus RNA polymerase binding and polymerization; P03300; poliovirus polymerase elongation, fluorescence polarization; hits give low values; % elongation, % (compound at 16.7 µg/mL); actives 0.66% (n = 150,000); AID 588519; in the data active = % elongation below about 90%; also: some results filed as inactive read as strong as hits
Target sequence (P03300 1749-2209 limits assumed): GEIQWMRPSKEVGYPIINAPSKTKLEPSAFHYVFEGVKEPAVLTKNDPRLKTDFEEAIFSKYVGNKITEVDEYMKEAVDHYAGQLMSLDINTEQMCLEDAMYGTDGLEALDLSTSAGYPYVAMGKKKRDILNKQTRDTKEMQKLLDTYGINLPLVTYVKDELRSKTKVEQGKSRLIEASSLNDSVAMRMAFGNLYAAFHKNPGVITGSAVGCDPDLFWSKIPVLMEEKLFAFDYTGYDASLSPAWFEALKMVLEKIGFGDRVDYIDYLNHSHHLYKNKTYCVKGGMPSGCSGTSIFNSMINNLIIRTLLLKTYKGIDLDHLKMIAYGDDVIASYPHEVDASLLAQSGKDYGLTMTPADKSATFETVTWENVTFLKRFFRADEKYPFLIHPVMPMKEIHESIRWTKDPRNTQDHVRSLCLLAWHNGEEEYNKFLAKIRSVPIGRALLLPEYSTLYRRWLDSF
Polio RdRp inh FP z-score: further read-out of Polio RdRp inh, marked with its call; z-score; measured here: FP z-score; hits read low
* hit, by the source's call; & = joins results of further samples. The list is partial; count on the stated rates, not on these rows.

SMILES,Polio RdRp inh,Polio RdRp inh FP z-score
CCCCOc1cccc(C(=O)Nc2cc3nn(-c4ccc(F)cc4)nc3cc2C)c1,103.0,-0.3
COCCN1C(=O)c2oc3cc(C)cc(C)c3c(=O)c2C1c1cccc(O)c1 (configuration not stated),107.0,-0.3
COC(=O)c1c(C)sc2cc(C(C)(C)C)sc12,107.0,0.5
CCCOc1ccc(NC(=O)CC2C(=O)N(c3cccc(OC)c3)C(=O)N2CCc2ccncc2)cc1 (configuration not stated),105.0,-0.5
COC(=O)c1sccc1NC(=O)CC1C(=O)NCCN1C(=O)NS(=O)(=O)c1ccc(C)cc1 (configuration not stated),103.0,0.4
COc1cccc(CNC(=O)C2CSC3(CCN(C)CC3)N2C(C)=O)c1 (configuration not stated),104.0,1.3
CCOC(=O)C1=C(CN(C)c2ccccc2)NC(=O)NC1c1ccc(OC(C)C)cc1 (configuration not stated),100.0,-0.2
C=C(C)CC1C(=O)NN=C1C (configuration not stated),105.0,0.2
O=c1[nH]c2ccccc2nc1NC(=S)Nc1ccccc1,110.0,0.7
COc1ccc2cc3c(N)nn(C(=O)Cc4c(F)cccc4Cl)c3nc2c1,101.0,-0.8
O=C(OCc1ccc(Cl)cc1)c1cccs1,101.0,0
Cc1cccc(C(=O)Nc2ccc(NC(=O)c3ccco3)cc2)c1,104.0,0.6
CC(C)c1nn2c(=O)cc(COC(=O)Cc3ccccc3)nc2s1,106.0,0
CC(C)n1c(NCc2ccccc2O)nc2ccccc21,101.0,-0.3
O=C(NCc1ccccc1F)C1CCN(c2nnc(-n3cccc3)s2)CC1,107.0,0.2
Cc1cccc(-n2c(N)cc(=O)nc2SCC(=O)NC2CCCCC2)c1,99.0,-0.9
CC(C)C(NC(=O)c1ccc(C2SCC(=O)N2Cc2ccco2)cc1)C(C)C (configuration not stated),103.0,0.5
CC1(C)CC(CC#N)(c2ccccc2)CCO1 (configuration not stated),99.0,-1.1
CCC(=O)Nc1c(Cl)nc(C)c(Cl)c1C,103.0,0
O=C(Cc1ccc(NC(=O)N2CCSc3ncccc32)cc1)NCc1cccc(Cl)c1,103.0,-0.5
CC(NC1CCCC(C)C1C)C(=O)Nc1ccc2c(c1)OCCO2 (configuration not stated),99.0,-0.6
Cc1ccc(NC(=O)c2sc3ncnc(N(C)C4CCCCC4)c3c2C)c(C)c1,107.0,0.2
O=C(Nc1ccc(-c2nc3ccccc3[nH]2)cc1)c1ccc(-c2ccccc2)cc1,101.0,-0.2
CCCNC(=O)Cn1c2c(c(-c3ccccc3Cl)cc1=O)CCC2,104.0,1.5
C=CCNC(=S)N1CCNC(=O)C1CC(=O)Nc1cc(Cl)ccc1OC (configuration not stated),99.0,-0.3
Cc1cc(C)c(NC(=O)CSc2nc(=O)n(Cc3ccco3)c3c2CCC3)c(C)c1,108.0,0.5
O=C(CCc1ccccc1)N/N=C/c1ccncc1,99.0,-0.7
COc1cccc(C(=O)OCc2ccccc2C#N)c1O,109.0,0.5
CN(/N=C/c1ccccc1)C1=NS(=O)(=O)c2ccccc21,101.0,0
N#C/C(=C/c1ccccc1)c1ccc(C#N)cc1,97.0,-1.1
CC1=C(C(=O)OCc2ccc(C)cc2)C(c2cccc(F)c2F)CC(=O)N1 (configuration not stated),108.0,0.7
CC1CN(C(=O)Cn2nc(C(=O)O)c3ccccc3c2=O)CC(C)O1 (configuration not stated),103.0,-0.1
COC(=O)c1sccc1S(=O)(=O)N(CC(=O)Nc1c(C)cccc1C)c1ccc(C)c(C)c1,110.0,1.1
Cc1ccc(NC(=O)CSc2nc3ccccc3nc2Cc2ccccc2F)cc1F,104.0,0
NCCSC12CC3CC(CC(C3)C1)C2,103.0,0.3
CCOC(=O)C1=C(SCC)c2cc3c(n2C1=O)CCCC3,98.0,-0.7
COC(=O)COc1cc(O)c2c(=O)c(-c3ccc4c(c3)OCCO4)coc2c1,111.0,1.3
COc1cc(/C=C(\C#N)C(=O)Nc2ccc(C)cc2)ccc1OCc1cc(=O)n2nc(C)sc2n1,103.0,-1.1
CSCc1cccc(C(=O)O)c1,98.0,-0.3
CCOC(=O)c1c(C)nc2ccccc2c1N,100.0,-0.5
CCOC(=O)c1cnc(N2CCCCC2)nc1C,102.0,0.7
CC(C)Cn1c2ccccc2c2cc(C(=O)O)ccc21,103.0,0.2
O=S(=O)(c1cc(Br)c(Br)s1)N1CCN(c2ccccc2)CC1,109.0,0.9
Cc1ccccc1CN1c2ccccc2-c2nc(SCC(=O)NCc3ccccc3)ncc2S1(=O)=O,97.0,-0.7
COc1ccc(CCNC(=O)CCc2nnc3n(C)c(=O)c4sccc4n23)cc1OC,101.0,0.1
CC(Sc1nccn1C)C(=O)NC1(C#N)CCCCC1 (configuration not stated),107.0,0.9
Cc1cc(Cc2ccc(N)c(C)c2)ccc1N,110.0,0.7
Cc1nn(-c2ccccc2)c2c1P(=O)(O)/C(=C1/N(C)c3ccccc3C1(C)C)C=N2,106.0,0.5
COCc1nn2cc(-c3ccc(C)cc3)nc2s1,109.0,0.8
NC(=O)COC(=O)COc1ccc(Cl)cc1Cl,104.0,0.8
COc1cccc(N2CCN(c3ncnc4c3c(-c3ccccc3)cn4-c3ccc(C)cc3)CC2)c1,103.0,-0.7
CCOC(=O)c1ccc(NC(=O)c2nn(C)c3c2COc2ccccc2-3)cc1,112.0,0.2
O=C(O)CC1NC(=O)c2ccc(Br)cc21 (configuration not stated),103.0,0.4
CC1(C)CCCC2=C1CC(C(=O)O)C(C(=O)O)C2 (configuration not stated),98.0,-0.3
Oc1c(C(c2ccc(Cl)cc2)N2CCOCC2)sc2nc(-c3ccco3)nn12 (configuration not stated),107.0,0.3
Cc1nnc(SCC(=O)OC2CC(C)CCC2C(C)C)[nH]c1=O (configuration not stated),101.0,0.3
COc1ccc(N2CCN(CCNC(=O)c3nnc(-c4ccc5c(c4)OCO5)o3)CC2)cc1,104.0,1
O=S(=O)(NCc1cccnc1)c1ccc2ccccc2c1,103.0,0.2
CCCNC(=O)[C@H]1O[C@@H]1C(=O)N[C@H](C(=O)N1CCC[C@H]1C(=O)OC)[C@@H](C)CC,102.0,0.5
CC(=O)Nc1nc(-c2ccccc2)nc2sc(C#N)c(C)c12,100.0,0.2

(continued)
SMILES,Polio RdRp inh,Polio RdRp inh FP z-score
CCN1CCN(C(=O)C(N)Cc2ccccc2)CC1 (configuration not stated),106.0,0.4
CCNC(=S)N(C)Cc1cc(Br)ccc1OC,101.0,0.4
CC1=C(C(=O)Nc2ccc(CC(=O)N3CCC4(CC3)OCCO4)cc2)SCCO1,105.0,1.1
Cc1ccc(CN(Cc2cccn2-c2nnc(N3CCCC3=O)s2)C(=O)Nc2cc(C)cc(C)c2)cc1,107.0,-1
N#Cc1c(-n2ncnc2-c2ccccc2Cl)sc2c1CCCCC2,108.0,0.7
COc1ccc(C2=NS(=O)(=O)N(C)C(C(=O)Nc3cc(C)ccc3O)=C2)cc1OC,112.0,0.3
CCOC(=O)C1=C(CS(=O)(=O)c2ccc(Br)cc2)NC(=O)NC1c1ccccc1 (configuration not stated),104.0,-0.8
O=C(Nc1ccc2nsnc2c1)C1CC1,102.0,0.3
Cc1cccc(NC(=O)CSc2cc(C)c3ccccc3n2)c1,108.0,1
COC(=O)c1c(NC(=O)c2ccccc2C(=O)O)sc2c1CCCC2,106.0,0.5
CCOC(=O)C(C(N)=O)C1(O)OC(c2ccccc2)=CC1=O (configuration not stated),98.0,-0.3
CCc1ccc(NS(=O)(=O)c2ccc3[nH]cc(C(=O)NCCc4cccc(C)c4)c(=O)c3c2)cc1,107.0,0.3
CCCCOC(=O)C1Cc2ccccc2C(=O)O1 (configuration not stated),101.0,0
COc1ccc(CCNC(=O)CCCCn2c(=O)c3ccccc3n(Cc3ccccc3Cl)c2=O)cc1OC,103.0,-0.9
CCNc1nc(SCC(=O)OCC)nc2sc3c(c12)CCC(C)C3 (configuration not stated),105.0,0.1
CCCN(CCC)C(=O)c1cnn(-c2ccc(F)cc2)c1-n1cccc1,100.0,-0.9
CC(C)C(N)c1nc2ccccc2[nH]1 (configuration not stated),102.0,0.1
CCN1C(=O)C2C(c3ccc(F)cc3)NC(CCSC)(C(=O)OC)C2C1=O (configuration not stated),106.0,1.5
COc1ccc(OC)c(CCNC(=O)c2c(C)oc3ncn(C)c(=O)c23)c1,113.0,0.7
Cc1cc(C)c(NC(=O)c2c(C)oc3c2C2=NCCN2C=N3)c(C)c1,104.0,-0.5
Cc1coc(NC(=O)CSc2nc3c(c(C(F)(F)F)c2C#N)CC(c2ccccc2)CC3)n1 (configuration not stated),99.0,-0.2
COCCNC(=O)c1ccc(Cl)cc1,102.0,0.4
C=CCC1(CC=C)CCCN1,104.0,0.7
COc1ccc(C(O)c2cccs2)cc1OC (configuration not stated),99.0,-0.6
Fc1ccc(-n2ncc3c(Nc4ccc(Oc5ccccc5)cc4)ncnc32)cc1,109.0,0.3
Cc1ccc2cccc(NC(=O)c3ccc(OC(C)C)cc3)c2n1,101.0,-0.9
COc1cc(C(=O)N2CCSC2=NCCc2ccccc2)ccc1OCc1c(C)noc1C,100.0,-0.2
CC(Oc1cccc(Oc2ccccc2)c1)C(N)=O (configuration not stated),100.0,-0.1
CN(CC(=O)Nc1ccc(OC(F)(F)F)cc1)C(=O)/C=C/c1ccco1,98.0,-0.6
S=C(Cc1ccc(CC(=S)N2CCOCC2)cc1)N1CCOCC1,102.0,0
Cc1ccc(CNC(=O)Cc2c(C)c3cc4c(C)coc4cc3oc2=O)cc1,113.0,1.2
CC(=O)c1ccc(NC(=O)C2CCC(CNS(=O)(=O)c3cccs3)CC2)cc1 (configuration not stated),111.0,0.7
COc1ccc(C(=O)c2cn(Cc3cccc(C)c3)c3cc4c(cc3c2=O)OCO4)cc1,109.0,0.4
O=C1NCCN1c1ncc([N+](=O)[O-])s1,100.0,0.1
O=C(COc1ccc(-n2cnnn2)cc1)NC12CC3CC(CC(C3)C1)C2,102.0,-0.2
OC(CNc1ccccn1)COc1ccc(OCC(O)CNc2ccccn2)cc1 (configuration not stated),104.0,0.8
CCCCOc1ccc(Cn2c(=O)oc3ccc(C)cc32)cc1OC,102.0,-0.3
CC(C)C(NC(=O)c1ccccc1F)C(=O)O (configuration not stated),104.0,1.3
COc1ccc(OC)c(CCNC(=O)CCCc2nnc3n(C)c(=O)c4sccc4n23)c1,101.0,-1.1
COc1ccc(N2CC(NC(=O)Cc3cccs3)CC2=O)cc1OC (configuration not stated),106.0,-0.1
COc1ccc(Cl)cc1NC(=O)Cn1nnc2sc3c(c2c1=O)CCC(C(C)(C)C)C3 (configuration not stated),110.0,0.5
N#Cc1c(N)nc(C(F)(F)F)nc1-c1ccccc1,105.0,0.6
O=C(/C=C/c1ccccc1)Oc1ccc(-c2nnco2)cc1,101.0,-0.2
CCCC(C)C(=O)Nc1cc(C)ccn1 (configuration not stated),100.0,0
COc1ccc2c(c1)N(C)/C(=C1/OC(=S)N(C)C1=O)S2,107.0,0.4
O=C(Nc1cnn(Cc2ccc(Cl)cc2Cl)c1)c1noc2c1CCc1ccccc1-2,102.0,-0.2
Cc1nn(-c2ccccc2)c2nc(C3CC3)cc(C(=O)Nc3ccccc3F)c12,110.0,0.3
O=C(CCSCc1ccccc1Cl)NCCc1ccccc1,112.0,0.6
Cc1ccc(C(=O)N2c3ccc(C)cc3C(C)(c3ccccc3)CC2(C)C)cc1 (configuration not stated),101.0,-0.2
O=c1c(Cl)c(Cl)cnn1-c1ccc(C(F)(F)F)cn1,88.0*,-2*
O=C(O)CCc1ccc(-c2ccccc2)n1-c1ccccc1O,101.0,0.2
COC(=O)CCSc1ncnc2sc3c(c12)CCC3,105.0,0.2
Cc1ccc(-c2nc(CN3C(=O)CN=C(c4ccccc4Cl)c4cc(Cl)ccc43)c(C)o2)cc1,109.0,0.4
Cc1ccc(S(=O)(=O)NCCc2csc(-c3ccc(Cl)cc3)n2)cc1,108.0,0.9
CC(C)[C@]1(O)[C@@H](OC(=O)c2ccc[nH]2)[C@@]2(O)[C@@]3(C)C[C@]4(O)O[C@@]5([C@H](O)[C@@H](C)CC[C@]35O)[C@@]2(O)C41C,102.0&101.0,0.3&0.2
COc1ccc(OC)c2[nH]c(=O)c(CCNC(=O)/C=C\c3ccc4c(c3)OCO4)cc12,102.0,0.1
CCOC(=O)c1cnn(-c2ccc(C(=O)Nc3cc(OC)c(OC)c(OC)c3)cc2)c1N,110.0,0.7
Cc1cc(C(=O)COc2ccc3ccc(=O)oc3c2)c(C)n1-c1nccs1,100.0,-0.4
CC(C)(Oc1ccc(Cl)cc1)C(=O)OCC(=O)Nc1ccc(Cl)cc1,101.0,-0.1
CCCCOc1cccc(C(=O)N(Cc2ccc(N(C)C)cc2)C2CCS(=O)(=O)C2)c1 (configuration not stated),103.0,-0.5
Cc1ccc(NC(=O)CCc2c(C)[nH]c(=O)c(C#N)c2C)cc1,106.0,0.4
